# NS3 helicase inh: blocks Hepatitis C virus NS3 helicase unwinding; NS3 helicase DNA unwinding, Cy5 molecular beacon fluorescence; inhibition, % at 10.9 µM; hit rate 0.56% among 290,000; AID 1800;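 active = inhibition above the mean of all tested compounds plus 3 SD, set per campaign, cut at about 35% in these data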;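 also: 0% = DMSO wells and 100% = thioflavine S control wells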
#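 assay system = NS3 helicase fragment of HCV | buffer or medium = MOPS pH 6.5, MgCl2, DTT, Tween20, BSA | timing = 60 min unwinding reaction at 25 °C after ATP addition | signal = Cy5 beacon fluorescence read at start and 1 h | read-out basis = % inhibition of unwinding | control set = low DMSO, high thioflavine S at 110 µM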
# IDE cell inh: inhibits human insulin-degrading enzyme in HEK cells; hit rate 0.41% among 320,000; inhibition, % at 5.59 µM; P14735; AID 434962; FAbetaB cleavage, fluorescence polarization;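 active = percent inhibition above the average of all tested compounds plus 3 SD, set per screening campaign, cut at about 16% in these data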;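 also: IDE supplied by intact live HEK cells; FP after avidin binding of uncleaved biotin substrate so inhibition keeps polarization high; 0% = DMSO wells and 100% = 60 µM reference IDE inhibitor Ii1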
# CRFBP-R2 block: CRF-BP/CRF-R2 complex antagonism; hit rate 0.59% among 350,000; inhibition, % at 11.8 µM; HEK293 CRF-R2/CRF-BP, CRF-induced calcium fluorescence;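 active = inhibition of the ligand-induced calcium signal above about 50% at the single tested concentration, limit read from the data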
# GalR3 antagonist: blocks the human galanin receptor 3; O60755; HEK293 GalR3-CNG cAMP membrane potential fluorescence; galR3 body fused to GalR1 C-terminus; inhibition, % at 3 µM; hit rate 0.44% among 360,000; AID 651719;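 active = inhibition above the screen-wide average plus 3 SD, cut at about 13% in these data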;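 also: forskolin and galanin both at EC90 stimulate the cells; cAMP rise reported by CNG channel membrane potential dye signal; 0% = forskolin plus galanin with DMSO and 100% = forskolin alone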
# Target sequence (O60755 1-299 limits assumed): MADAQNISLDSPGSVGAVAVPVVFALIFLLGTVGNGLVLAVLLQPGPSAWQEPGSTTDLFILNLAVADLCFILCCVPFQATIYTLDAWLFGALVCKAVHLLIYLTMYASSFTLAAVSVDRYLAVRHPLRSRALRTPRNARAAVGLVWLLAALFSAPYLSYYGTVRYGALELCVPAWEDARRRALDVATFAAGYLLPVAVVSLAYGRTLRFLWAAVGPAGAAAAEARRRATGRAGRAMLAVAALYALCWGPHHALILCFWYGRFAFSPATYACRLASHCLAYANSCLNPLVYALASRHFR
# p-CIP stab down: compounds decreasing mouse p/CIP protein stability; Q05BA5; hit rate 0.01% among 290,000; F442A p/CIP-EGFP cells, EGFP fluorescence, 16 h; decrease of EGFP signal, % at 10 µM;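 active = EGFP signal decrease of at least 30% at 10 µM or well 3 SD below plate mean, unless failing retest; inactive = the rest, including hits failing retest or dose response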; also: some compounds called inactive have numbers as strong as hits; many of its hits are not listed in these tables
# VIM-2 inhibitor: blocks Pseudomonas aeruginosa VIM-2 metallo-beta-lactamase | purified VIM-2, nitrocefin hydrolysis, epi-absorbance fluorescence | inhibition, % at 5.6 µM | hit rate 0.89% among 290,000 | AID 1527;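 active = inhibition above the mean of all tested compounds plus 3 SD, cutoff set per screening run, cut at about 7.5% in these data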;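 also: red hydrolysis product quenches plate fluorescence so inhibitors raise well fluorescence; 0% = enzyme with DMSO and 100% = DMSO without enzyme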
# IMP-1 inh: blocks Pseudomonas aeruginosa IMP-1 metallo-beta-lactamase. inhibition, % at 5.6 µM. hit rate 0.45% among 290,000. purified IMP-1, nitrocefin hydrolysis, epi-absorbance fluorescence;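 active = inhibition above the mean plus 3 SD of all compounds in the same screening run, cut at about 4.5% in these data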;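 also: 0% = IMP-1 with DMSO and 100% = DMSO wells lacking enzyme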
#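 System: purified IMP-1; amount: IMP-1 0.2 nM before substrate addition; compound: single dose, 5.6 µM; times: 25 °C, 15 min preincubation, 25 min reaction; signal: Epi-absorbance via hydrolysed-nitrocefin quenching of white-plate fluorescence, 480/530 nm, EDTA stop; benchmarks: DMSO with and without IMP-1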
# IDE cell activ: activators of human insulin-degrading enzyme in cells. activation, % at 5.96 µM. hit rate 0.073% among 340,000. P14735. HEK cells, FAbeta-B cleavage, fluorescence polarization; 0% vehicle, 100% cell-free pure enzyme wells;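 active = activation above the mean of all tested compounds plus 3 SD, set per screening campaign, cut at about 17% in these data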
# SUMO HTRF inh: blocks human SUMOylation mediated by UBC9; P63279; HTRF SUMOylation assay, SAE1/SAE2 + UBC9, in vitro; inhibition, % at 35 µM; hit rate 0.36% among 290,000; AID 2006; in the data active = inhibition above about 50%, passing the limit was not always enough; also: strong numbers were not always called active
# Target sequence (P63279 whole entry, looked up): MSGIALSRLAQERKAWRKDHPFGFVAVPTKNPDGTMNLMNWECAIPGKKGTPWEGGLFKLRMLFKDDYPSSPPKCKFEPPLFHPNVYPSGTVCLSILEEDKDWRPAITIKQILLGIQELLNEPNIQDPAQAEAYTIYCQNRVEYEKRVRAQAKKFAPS
# An asterisk follows results filed as active; nt = not tested or not shown.
GalR3 antagonist	VIM-2 inhibitor	IMP-1 inh	SUMO HTRF inh	CRFBP-R2 block	p-CIP stab down	NS3 helicase inh	IDE cell inh	IDE cell activ	SMILES
-6	3.6	0.1	3	11	-14	0	13	1	C=CCN1CC(c2nc3ccccc3n2CCOc2ccccc2)CC1=O (stereo not drawn)
-8	nt	nt	nt	-4	nt	nt	5	1	Cc1cc(C)cc(NC(=O)CSc2nc3nc(C)cc(C)n3n2)c1
-3	-2.1	-5.7	12	1	2	0	1	-1	CCOC(=O)c1cc(C)n(-n2cnnc2)c1C
-6	nt	nt	nt	8	nt	nt	-1	-2	COc1ccc(-c2c(-c3cc(OC)cc(OC)c3)n(C)c3ccc(-c4ccc(OC)nc4)cc23)cc1
4	-0.9	-0.8	15	-3	-14	-6	-2	2	O=C(N/N=C/c1cccnc1)c1ccc(CN2c3cccc4cccc(c34)S2(=O)=O)cc1
4	-3.2	-2.4	-4	-14	7	-1	-3	4	O=C1CN(C(=O)c2cccc(S(=O)(=O)N3CCCC3)c2)c2ccccc2N1
-2	-4.3	-3.2	-16	-3	-9	8	3	-4	CC(C)(C)OC(=O)NCC1CCN(S(=O)(=O)Cc2ccccc2)CC1
-1	-2.4	-0.3	6	-4	2	1	8	-3	Cc1ccc(OCc2n[nH]c(=S)n2-c2ccccc2)cc1
-9	-2.0	-2.5	17	-6	2	10	0	-1	CC(C)C[C@H](NC(=O)C1CC(=O)N(c2ccc3c(c2)OCO3)C1)C(=O)NCc1ccco1 (stereo partly drawn)
-2	-2.8	-5.5	1	5	0	2	4	2	COc1ccc(CCN2C(=O)CC(NCCc3ccc(S(N)(=O)=O)cc3)C2=O)cc1OC (stereo not drawn)
0	-3.3	-2.7	8	17	0	6	3	5	O=C(Cn1c(=O)n(-c2ccccc2)c(=O)c2sccc21)NCc1ccccc1
0	nt	nt	nt	0	nt	nt	-2	1	CC12CCC(=O)N1C(C(=O)Nc1cccc(S(=O)(=O)N3CCCCC3)c1)CS2 (stereo not drawn)
2	-2.2	-3.3	-2	-7	-3	8	13	2	COc1ccc(C(=O)NNC(=O)CCCCC(=O)NNC(=O)c2ccc(OC)cc2)cc1
-1	-0.5	-2.4	-3	-18	7	2	-1	6	COC(=O)C1=C(C(=O)OC)C2(OC1c1cccc(F)c1)C(=O)c1ccccc1C2=O (stereo not drawn)
-4	-3.6	-0.8	6	-7	-13	-1	-5	2	N#CCC(=O)N/N=C/c1ccc(OCc2ccccc2)cc1
-6	-2.5	-6.3	-10	24	-10	6	-5	1	COC(=O)c1c(O)c2ccccc2[nH]c1=O
-1	-1.7	-3.8	-4	12	-6	1	3	1	COn1c(-n2nc(C)cc2C)nc2ccccc2c1=O
nt	-2.5	-2.6	0	27	-12	8	0	2	CC(C)Sc1nnc(-c2c[nH]c3ccccc23)n1C
0	0.4	-1.7	1	1	3	-6	2	-5	Cc1cc(NC(=O)C2CCCN(S(=O)(=O)c3cnc[nH]3)C2)ccc1Br (stereo not drawn)
9	-6.4	-3.4	19	5	-3	5	-4	-2	COc1ccc(/C=N/Nc2nnc(C)n2N)cc1OC

# Brought forward from above: 2 entries, then new ones.
GalR3 antagonist	VIM-2 inhibitor	IMP-1 inh	SUMO HTRF inh	CRFBP-R2 block	p-CIP stab down	NS3 helicase inh	IDE cell inh	IDE cell activ	SMILES
0	0.4	-1.7	1	1	3	-6	2	-5	Cc1cc(NC(=O)C2CCCN(S(=O)(=O)c3cnc[nH]3)C2)ccc1Br (stereo not drawn)
9	-6.4	-3.4	19	5	-3	5	-4	-2	COc1ccc(/C=N/Nc2nnc(C)n2N)cc1OC
-2	0.2	-3.3	2	5	-5	-12	0	-2	Cn1c(SCc2c(F)cccc2Cl)nnc1-c1cccs1
-2	-2.3	-0.3	16	0	8	0	-4	-2	O=C(Cc1cn2ccsc2n1)Nc1ccccn1
nt	0.5	0.2	13	-16	-3	5	0	-1	CCCNC(=O)Cn1c2ccccc2c2nc(=O)cc(C)n21
1	-3.0	-3.0	-4	-14	-10	-27	-1	0	COc1ccc(-c2[nH]ncc2CN2CCCN(c3ccccc3)CC2)c(F)c1
nt	-2.2	-3.3	6	-7	-3	4	2	-6	CCOC(=O)COc1ccccc1/C=C\[N+](=O)[O-]
-9	0.9	0.3	-1	9	2	19	1	7	COc1ccc(C2Nc3cccc4cccc(c34)N2)cc1Br
-8	6.4	-0.4	15	6	-2	8	-1	8	O=C(O)c1cccc(NC2=C(N3CCOCC3)C(=O)c3ccccc3C2=O)c1
-8	0.1	-0.1	4	-5	-2	7	0	0	O=C(NCc1ccccc1F)C1CCCN1C(=O)Nc1ccc(Cl)cc1 (stereo not drawn)
1	-1.9	-2.5	7	10	-3	-1	0	2	O=C(O)c1cc(O)ccc1N=Nc1ccccc1
-11	-1.5	0.0	0	-30	-7	0	-1	-2	NC(=O)CSc1nc2cc(Cl)ccc2c(=O)n1C1CCCCC1
1	1.7	-1.6	9	-5	-1	-26	-2	-1	CCOC(=O)C1CCN(c2c(C(=O)c3ccccc3)cnc3ccc(Cl)cc23)CC1
-4	-2.8	-3.8	-2	2	3	-6	5	2	Cc1ccc(CN2CCCN(Cc3cc(C)ccc3C)S2(=O)=O)cc1
-12	-2.2	-1.2	4	-9	-15	-5	2	0	O=Cc1cn(-c2ccccc2)nc1-c1ccc(F)cc1
-3	-3.3	-2.1	-7	-7	7	0	-1	nt	O=C(N/N=C/c1ccc(Br)s1)c1cccs1
2	-0.9	-2.6	-2	23	-1	3	-4	0	C=CCN=C(C)C1=C(O)C(C)OC1=O (stereo not drawn)
1	-0.3	-2.6	10	-12	-21	0	0	3	CCOc1ccccc1N1CC(C(=O)Nc2c(C)n(C)n(-c3ccccc3)c2=O)CC1=O (stereo not drawn)
-6	-3.2	-2.3	21	4	-5	-1	9	0	O=[N+]([O-])c1cccc(NC(=S)NCc2ccncc2)c1
-8	-1.1	-0.5	2	-16	-11	-1	0	0	Cn1c(CCNC(=O)c2ccco2)nc2cc(NS(=O)(=O)c3ccccc3)ccc21
1	-2.6	-2.6	5	-1	1	-3	4	-3	CCOC(=O)c1c(C)[nH]c(C(=O)COC(=O)CSCC(=O)N(CC)CC)c1C
-5	-3.5	-3.6	-3	-4	-9	-3	-1	3	OCCNCCCOc1cc(Cl)ccc1Cl
7	-1.1	-2.7	-12	-1	9	5	2	1	CC(=O)c1ccc(N2CCN(S(=O)(=O)c3cn(C)c(C)n3)CC2)cc1
-2	2.2	-0.3	10	-5	14	14	4	0	N=C1/C(=C\c2ccc(SCc3ccccc3)o2)C(=O)N=C2SC=NN12
0	-2.6	-4.9	-4	-2	13	4	5	2	Nc1cc(C(=O)O)ccc1N1CCCCC1
1	-5.1	-3.2	22	1	-9	6	7	nt	CCOCCCNC(=S)NC1CC2CCC(C1)N2Cc1ccccc1 (stereo not drawn)
-4	-0.8	-1.7	-23	14	1	-4	4	-1	Cc1ccc2[nH]cc(CCNC(=O)c3ccc4c(c3)OCO4)c2c1
-6	-4.0	-3.5	-20	-20	-2	-2	-4	8	CCN(CC)C(=O)C(C)OC(=O)c1ccc(O)cc1 (stereo not drawn)
-4	-2.1	-2.3	15	4	-8	5	-3	5	Cc1cc(C)nc(NS(=O)(=O)c2ccc(Br)cc2)n1
-1	-3.6	-2.6	0	12	-13	0	-3	4	CCN(CC)CCOc1nnc(-c2ccc(C)cc2)c2ccccc12
-6	-3.3	-3.1	14	-14	-3	24	-5	6	O=C(CSc1nc2ccccc2n1Cc1ccccc1)N/N=C/c1ccccc1C(=O)O
-6	nt	nt	nt	-13	nt	nt	2	2	CC(C)CNC(=O)/C=C/C=C/c1ccc2c(c1)OCO2
-8	-0.6	-0.8	-5	3	-13	9	2	-2	Cn1c(=O)[nH]c(Nc2ccccc2)c([N+](=O)[O-])c1=O
-8	nt	nt	nt	-11	nt	nt	0	5	COc1ccc(CNC(=O)Cn2cnc3c(OCc4ccccc4)ncnc32)cc1
-4	nt	nt	nt	0	nt	nt	4	-1	O=C(CNC(=O)c1ccc(Cl)cc1Cl)OCn1nnc2ccccc2c1=O
-3	nt	nt	nt	10	nt	nt	9	4	COc1cccc(COC(=O)c2cc(S(=O)(=O)N3CCCCC3)ccc2N2CCOCC2)c1OC
1	-3.5	-1.7	-2	5	-5	-18	-1	8	CN(C)C(=O)c1ccc(OCC(F)(F)F)nc1
0	-0.6	-1.6	6	-13	6	6	-1	0	Cc1cccc(C)c1NC(=O)CN1C(=O)S/C(=C\c2cccn2C)C1=O
-5	2.7	0.8	18	28	-2	8	6	0	Cc1cccc(-n2nc(C)c3c(C(=O)O)cc(-c4cccs4)nc32)c1
-5	2.0	-1.3	7	-4	-7	-5	0	-1	O=C(Nc1ccccc1-c1nc2ccccc2[nH]c1=O)c1cccs1
-7	-4.5	-1.2	-5	33	1	-2	7	-1	CCCCC(=O)Nc1ccc(C(=O)Nc2ccc(S(=O)(=O)N3CCCC3)cc2)cc1
-2	0.0	-2.7	3	-23	0	-5	0	3	c1ccc2nc(N3CCCC3)c(N3CCCC3)nc2c1
-9	0.3	-2.9	-3	-5	-13	8	0	-1	Cc1onc(-c2ccccc2)c1C(=O)NCc1cccc(Cl)c1
-2	-4.6	-3.2	16	-3	-10	-6	6	0	Cc1ccc(NC(=O)CN(C)c2ccc(S(=O)(=O)N3CCN(C)CC3)cn2)cc1
-3	-4.4	-3.1	14	-10	-3	3	3	-6	CN(C)/N=C/c1ccc(Sc2ccc([N+](=O)[O-])cc2[N+](=O)[O-])o1
-2	-2.3	-4.4	7	-7	-16	14	8	-4	O=C(c1cc2cc(Cl)ccc2[nH]1)N1CCN(C(=O)c2ccco2)CC1
-1	-2.2	-1.1	-11	-10	-6	1	0	0	CCOCCCn1c(C)nc2c(c1=O)c1nc3ccccc3nc1n2CCC1=CCCCC1
-7	-0.7	-1.2	12	-7	-4	-8	-4	2	O=C(COc1ccc([N+](=O)[O-])cc1)NC(C(=O)O)C(O)c1cccc([N+](=O)[O-])c1 (stereo not drawn)
2	-1.7	-0.2	2	5	-8	10	12	4	COCCCNC(=O)CC(NCCCOC)C(=O)O (stereo not drawn)
-4	1.9	0.2	14	6	-5	6	-6	1	O=C(CCC1CCCCC1)Nc1c2c(nn1-c1ccc(F)cc1)CS(=O)C2 (stereo not drawn)
-9	-0.1	-2.8	-7	-18	47	-3	-2	-2	NC(=O)c1nsc(C(=O)N(CC(=O)NC2CCCC2)c2ccc(F)c(Cl)c2)c1N
-10	-2.5	-3.0	-6	17	0	-4	-1	5	CCN(CC)S(=O)(=O)c1cccc(C(=O)NCC2CCCCC2)c1

# From PubChem BioAssay
